Screens from PubChem.
NF-kB neuron act = activators of NF-kB expression in neurons, primary screen, cell-based, HTS | fold change at 12.5 µM | AID 1239, 2008 | human neuronal cells, NF-kB reporter expression; hits give high values | 190,000 compounds, 1.6% hits; in the data active = fold change above about 3.3
STAT1 activator = STAT1 signaling activators, primary screen, cell-based, HTS, luciferase reporter; NIH 3T3 STAT1-luciferase reporter, IFN-gamma, luminescence; 100% = IFN-gamma alone, no compound; activation (% of control), % at 5.5 µM; 200,000 compounds, 2.6% hits;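 active = activation above the screen-wide mean activation plus 3 SD, cut at about 130% in these data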;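 also: raw ratio to IFN-gamma control signal so 100% means no change and 0% no light; values of inactives mirror those of a sister screen read the other way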
APP 5'UTR act = activators of APP 5'UTR luciferase reporter, primary screen, SH-SY5Y cells; AID 1276, 2008; SH-SY5Y APP 5'UTR luciferase reporter, luminescence; zero percent = DMSO vehicle wells; activation, % at 2 µM; 190,000 compounds, 1% hits;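 active = activation above a set limit, based on mean plus 3 SD of controls, cut at about 140% in these data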; also: values of inactives mirror those of a sister screen read the other way
FLuc inh counter = firefly luciferase enzyme inhibitors, primary screen, artefact control for luciferase-based inhibitor screens, biochemical, luminescence, ATPLite. Luciferin 4-monooxygenase (Photinus pyralis), P08659. 10 min. AID 1006, 2008. inhibition, % at 10 µM. 200,000 compounds, 1.5% hits;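 active = inhibition above about 50% when tested at 10 µM, limit read from the data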
Target sequence (P08659 whole entry, looked up): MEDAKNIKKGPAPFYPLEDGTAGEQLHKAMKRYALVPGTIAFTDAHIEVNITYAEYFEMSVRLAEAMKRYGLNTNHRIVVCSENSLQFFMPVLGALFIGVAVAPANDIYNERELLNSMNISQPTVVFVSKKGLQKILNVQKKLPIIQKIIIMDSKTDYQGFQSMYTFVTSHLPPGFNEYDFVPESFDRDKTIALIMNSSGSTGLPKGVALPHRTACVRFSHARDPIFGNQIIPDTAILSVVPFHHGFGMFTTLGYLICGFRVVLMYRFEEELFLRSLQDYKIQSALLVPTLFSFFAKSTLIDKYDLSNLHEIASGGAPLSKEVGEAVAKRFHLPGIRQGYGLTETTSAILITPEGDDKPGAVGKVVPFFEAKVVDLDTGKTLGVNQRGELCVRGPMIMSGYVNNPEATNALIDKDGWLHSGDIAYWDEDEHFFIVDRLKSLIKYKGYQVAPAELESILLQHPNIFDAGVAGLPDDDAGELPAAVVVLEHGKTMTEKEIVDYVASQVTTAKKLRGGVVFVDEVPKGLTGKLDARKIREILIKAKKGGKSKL
DTT redox prof = compounds producing H2O2 with reducing agent – biochemical, NIH compound library profiling, artefact control for MLSCN library redox annotation, primary screen; activation, % at 10 µM; DTT-dependent redox cycling H2O2, phenol red/HRP absorbance; 100% = 100 µM peroxide control, 0% = buffer; 200,000 compounds, 0.03% hits; AID 878, 2007;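 active = activation of at least 50% relative to the plate's high and low controls in the primary single-dose screen; inactive = activation below 50%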;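 also: compound incubated with DTT at 0.8 mM final as the reducing agent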
G6PDH counter = L. mesenteroides G6PDH inhibitors, counter-screen for G6PDH-coupled screening assays, biochemical, Leuconostoc mesenteroides enzyme. glucose-6-phosphate dehydrogenase [Leuconostoc mesenteroides]. Purified L. mesenteroides G6PDH, diaphorase/resazurin coupled fluorescence, 45 min. 200,000 compounds, 0.12% hits. inhibition, % at 5 µM; in the data active = inhibition above about 50%
Efa HMGR inh = inhibitors of E. faecalis class II HMGR, primary screen, biochemical, Enterococcus faecalis. HMG-CoA reductase (Enterococcus faecalis, mvaE). purified E. faecalis HMGR, NADPH absorbance 340 nm kinetic. inhibition, % at 10 µM. 190,000 compounds, 0.41% hits. AID 1066, 2008;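 active = inhibition above a set limit, the median over all tested compounds plus 3 SD, cut at about 9.5% in these data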;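 also: enzyme runs in reverse so mevalonate oxidation gives rising NADPH absorbance; 0% = complete reaction with DMSO and 100% = background rate lacking mevalonate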
FLuc act counter = FLuc activators, initial screening, artefact control for FLuc-dependent activation tests, biochemical, ATPlite luminescence | Luciferin 4-monooxygenase (Photinus pyralis), P08659 | ATPlite luciferase biochemical, 10 min; 0 = ATP-free wells, 1 = DMSO control | activation factor at 10 µM | 200,000 tested, under 10 active | AID 1027, 2008;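 active = luciferase activation factor, scaled between plate controls, of at least 2 with compound at 10 µM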
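System: Luciferase/luciferin detection reagent, cell-free biochemical luciferase assay | Medium: PBS buffer for ATP | Dosing: Test compounds dosed from 2 mM stocks in 100% DMSO | Timing: 10 min at ambient temperature | Signal: Luminescence measurement of luciferase light output | Evaluation: Luciferase activation, seen as luminescence increase over controls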
APP transl inh = inhibitors of APP translation via 5'UTR reporter, primary screen, APP 5'UTR luciferase, SH-SY5Y cells; inhibition, % at 2 µM; SH-SY5Y APP 5'UTR-luciferase reporter, luminescence; 190,000 compounds, 0.82% hits;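 active = inhibition above a set limit, derived from the sample mean plus 3 SD, cut at about 45% in these data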; also: values of inactives mirror those of a sister screen read the other way
Hsp70 act = Hsp70 transcriptional activators, primary screen, cell-based, HeLa, Hsp70 promoter luciferase, luminescence, 10 µM. HeLa Hsp70 promoter luciferase reporter; scaled: vehicle 0, proteasome-inhibitor control 100%. activation, % at 10 µM. 200,000 compounds, 0.04% hits. AID 1203, 2008;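 active = activation above the mean across all tested compounds plus 3 SD, cutoff set per campaign, cut at about 5.5% in these data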;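 also: 100% = MG132 at 30 µM as the positive control and 0% = DMSO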
Starred values were filed as active, the others as inactive; . = no result given.

SMILES	NF-kB neuron act	STAT1 activator	APP 5'UTR act	FLuc inh counter	DTT redox prof	G6PDH counter	Efa HMGR inh	FLuc act counter	APP transl inh	Hsp70 act
Cc1cc(C)c(C#N)c(Oc2ccccc2)n1	1.1	100	-10	-4	0.1	3	-3	1	10	-0.1
O=c1c2cc(Cl)ccc2[nH]c(=S)n1Cc1cccs1	1	93	4	-2	-0.1	1	-2	1	-4	-0.3
COc1ccccc1C(O)(C(=O)NN(C)c1ccccc1)c1ccccc1OC	0.84	103	14	2	0.6	-8	-2	1	-14	-0.3
COCCNc1oc(-c2ccc(C)cc2)nc1C#N	3	123	3	12	-0.3	-4	-9	0.9	-3	-0.1
COc1cc2c(cc1OC)N1C(=O)CC(OCC(=O)O)C3C4CC5(CCN5C(=O)C4=O)C2C31 (stereo unspecified)	1.1	99	-2	0	-0.6	9	1	1	2	-0.2
O=C(NCCCc1ccccc1)c1ccc(Br)o1	1.4	114	19	-2	0.6	17	-1	1	-19	-0.2
C=CCOC(=O)c1[nH]c2c(c1C)C(=O)CC(c1cc(OC)c(OC)c(OC)c1)C2 (stereo unspecified)	0.71	61	12	-8	-2.1	-17	-1	1.1	-12	-0.4
CCOC(=O)CON1C(=O)C(=O)N(OCC(=O)OCC)C2CCCCC21 (stereo unspecified)	1.2	100	-4	-4	0.1	10	-7	1	4	0.0
CCCc1ccc(Oc2cc(N3CCOCC3)nc(-c3ccccc3)n2)cc1	.	96	-1	.	2.5	.	.	.	1	-0.4
Cc1ccc(C(=O)N/C(=C\c2cccc([N+](=O)[O-])c2)C(=O)NCc2ccncc2)cc1	1.1	101	-9	-9	-0.1	1	-6	1.1	9	-0.1
O=C(CCn1c(=O)c2ccccc2n(Cc2cccc([N+](=O)[O-])c2)c1=O)N1CCc2ccccc2C1	1.2	104	0	-4	0.6	-13	0	1	0	0.1
CCOC(=O)N1CCN(S(=O)(=O)c2ccc(C(=O)Nc3nnc(C)o3)cc2)CC1	1.4	108	17	-5	-0.2	8	2	1	-17	-0.2
CC(C)c1nc2ccccc2c2nnc(SCC(=O)NCc3ccco3)n12	1.1	101	10	-3	1.4	7	-3	1	-10	0.5
CSc1ccccc1C(=O)NCc1cccnc1	1	108	-5	-11	0.5	-2	2	1.1	5	0.0
CCN(CC)CCOC(=O)c1ccc(NC(=O)c2cccc(C)c2[N+](=O)[O-])cc1	1.2	98	13	-4	-0.6	2	-1	1	-13	-0.2
COc1ccc(C2CC(=O)Nc3n[nH]c(-c4ccccc4)c32)cc1OC (stereo unspecified)	1.4	103	9	-5	4.4	8	-4	1	-9	-0.1
Cc1ccc(NS(=O)(=O)c2cc(NC(=O)C(C)Oc3ccccc3)ccc2C)c(C)c1 (stereo unspecified)	0.61	102	27	-2	0.2	-14	0	1	-27	-0.3
CC(C)NC(=O)c1ccccc1S(=O)c1ccccc1C#N (stereo unspecified)	0.99	104	15	-7	0.1	6	-1	1.1	-15	-0.2
COc1ccc(N2CCN(C(=O)CSc3ncnc4c3cnn4-c3ccccc3C)CC2)cc1	0.98	98	4	-9	3.1	-22	-2	1.1	-4	-0.5
O=C(CSc1nnc(Cc2cc(=O)[nH]c(=O)[nH]2)n1-c1ccc(Cl)cc1)NC1CCCC1	1.2	106	2	-10	0.0	1	1	1.1	-2	0.0

Random excerpt: four records from the list.
SMILES	NF-kB neuron act	STAT1 activator	APP 5'UTR act	FLuc inh counter	DTT redox prof	G6PDH counter	Efa HMGR inh	FLuc act counter	APP transl inh	Hsp70 act
C=CCOC(=O)c1[nH]c2c(c1C)C(=O)CC(c1cc(OC)c(OC)c(OC)c1)C2 (stereo unspecified)	0.71	61	12	-8	-2.1	-17	-1	1.1	-12	-0.4
CC(C)NC(=O)c1ccccc1S(=O)c1ccccc1C#N (stereo unspecified)	0.99	104	15	-7	0.1	6	-1	1.1	-15	-0.2
O=c1c2cc(Cl)ccc2[nH]c(=S)n1Cc1cccs1	1	93	4	-2	-0.1	1	-2	1	-4	-0.3
Cc1ccc(NS(=O)(=O)c2cc(NC(=O)C(C)Oc3ccccc3)ccc2C)c(C)c1 (stereo unspecified)	0.61	102	27	-2	0.2	-14	0	1	-27	-0.3

Later entries
SMILES	NF-kB neuron act	STAT1 activator	APP 5'UTR act	FLuc inh counter	DTT redox prof	G6PDH counter	Efa HMGR inh	FLuc act counter	APP transl inh	Hsp70 act
CS(=O)(=O)N(CC(=O)N1CCN(c2cccc(Cl)c2)CC1)c1ccccc1	1.1	105	-7	-1	0.3	-8	-2	1	7	-0.5
Cc1ccccc1NC(=O)c1ccc(CN2CCc3ccccc3C2)cc1	1	100	-15	-3	-1.0	-35	-8	1	15	-0.6
COc1cccc(C2C3=C(N=c4s/c(=C\c5ccc(O)cc5)c(=O)n42)c2ccccc2CC3)c1OC (stereo unspecified)	0.91	98	-6	-5	0.2	-20	-3	1	6	-0.2
COC(=O)c1cccc(COC(=O)c2ccc(N(C)C)cc2)c1	1.3	109	5	-5	1.0	-1	-6	1.1	-6	0.3
Cc1occc1C(=O)NC(C)C12CC3CC(CC(C3)C1)C2 (stereo unspecified)	1	104	10	-7	-0.1	9	0	1.1	-10	-0.2
O=C(NCCSc1ccccn1)c1ccc(Cl)cc1Cl	4.5*	125	120	29	-0.7	3	1	0.7	-120	0.1
COC(=O)CSc1nc(N)c2c3c(sc2n1)C(c1ccccc1)SC(c1ccccc1)C3 (stereo unspecified)	1.5	102	-7	-7	0.6	6	-3	1.1	8	0.0
O=C(CCCN1C(=O)c2ccccc2C1=O)Nc1nnc(C2CC2)s1	0.9	97	10	-9	-0.2	5	-4	1.1	-10	1.2
O=C1/C(=C\c2cccnc2)SC(=S)N1c1ccc(F)cc1	1.2	93	7	-2	3.4	1	-6	1	-7	-0.2
Cc1cccc(N/N=C/c2ccccc2O)c1	1.1	90	61	12	-0.5	11	1	0.9	-61	-0.4
COc1cc2c(cc1OC)C1=C(C#N)CCC(=NC(=O)c3ccco3)N1CC2	1.1	97	21	-3	-0.1	4	-2	1	-21	0.8
COc1ccc(-n2c(O)c(C=NCC(c3ccco3)N3CCCC3)c3ccccc3c2=O)cc1OC (stereo unspecified)	0.8	106	8	1	0.3	-1	3	1	-8	-0.1
CCOC(=O)c1nnn(-c2nonc2N)c1-c1ccc(OCC)cc1	0.87	96	6	-7	-4.3	-13	-8	1.1	-6	-0.3
Cc1ccc2nc(-c3cccnc3)cc(C(=O)Nc3ccc(F)cc3C)c2c1	0.88	99	6	-6	-0.7	15	-2	1.1	-6	-0.3
CCC(=O)Nc1ccc(N2CCCCC2)cc1	1.4	106	-8	7	-0.4	6	0	0.9	8	0.1
O=C(c1cccc(F)c1)N1CCc2ccccc21	1.3	100	-10	0	0.0	13	2	1	10	-0.4
CC1=C(C)CS(=O)N(c2ccc(S(N)(=O)=O)cc2)C1 (stereo unspecified)	1	110	-15	-18	1.2	14	2	1.2	16	-0.6
O=C(Nc1cc2c(cc1Cl)OCCCO2)c1ccc(F)cc1	2.9	145*	62	9	-0.1	8	-3	0.9	-62	0.1
CCc1ccc(C(=O)Nc2ccc(S(=O)(=O)Nc3nc(C)cc(C)n3)cc2)o1	1.1	91	11	-2	0.3	17	-10	1	-11	-0.5
O=C(c1c(F)cccc1F)N1CCC(n2nnc3cc(C(F)(F)F)ccc32)CC1	1.1	92	-3	-6	-0.8	4	-2	1.1	3	-0.4
O=S(=O)(c1ccc2c(c1)OCCO2)N1CCN(Cc2ccccc2)CC1	1.2	102	-11	-8	0.0	-1	-1	1.1	11	0.0
O=C(Nc1nc2ccc(S(=O)(=O)N3CCCC3)cc2s1)c1cccs1	1.4	113	18	-3	0.6	-24	-1	1	-18	0.2
Cc1cc(C)c(C#N)c(Oc2ccccc2Br)n1	1.4	97	-9	-10	0.3	-2	-1	1.1	9	-0.1
CCC(=O)Nc1ccccc1C(=O)OCC(=O)c1ccc2ccccc2c1	0.51	108	1	0	0.2	1	2	1	-1	-0.1
COc1ccc(CN(C#N)c2nc(SC)nc(N(C)C)n2)cc1	1.1	95	-4	-8	-0.7	4	-2	1.1	4	0.6
COc1cccc(OC)c1OCCCOc1ccc(C)cc1Br	1.2	106	0	1	-0.2	-11	0	1	0	-0.4
NC(=S)c1cc2cc(Br)ccc2oc1=O	1	97	-5	-12	-0.1	2	-3	1.1	5	-0.2
Cc1cc(/C=N\NC(=O)COc2cccc3cccnc23)c(C)n1-c1ccccc1	0.59	99	-6	71*	-0.4	-1	4	0.3	6	-0.1
O=C(CSc1ccc(Cl)cc1)NC1CCCc2ccccc21 (stereo unspecified)	1	98	-11	-4	-1.0	-12	-6	1	11	-0.2
Cc1cc(/C=C(\C#N)C(N)=O)c(C)n1-c1ccc(N2CCOCC2)c([N+](=O)[O-])c1	0.86	96	4	-10	0.3	-1	2	1.1	-4	-0.5
O=C1C(Cl)=C(NCCN2CCCCC2)C(=O)c2ccccc21	0.13	100	-95	-6	-0.1	51*	2	1.1	95*	-0.4
O=C(Nc1ccc(N2CCOCC2)cc1)c1ccc(-c2ccccc2[N+](=O)[O-])o1	0.94	108	18	36	-0.8	4	4	0.6	-18	-0.1
Cc1ccc(COc2ccc(/C=N/O)cc2)cc1	6.3*	176*	89	33	0.4	-2	-5	0.7	-89	-0.2
COc1ccc(CCNC(=O)CSc2nnc3ccccn23)cc1	0.92	106	-13	-4	-1.9	0	-1	1	13	-0.2
COc1cc(/C=N/n2nnnc2Nc2ccccc2)cc(OC)c1OC	1.1	99	12	0	0.1	-1	-3	1	-12	-0.2
CCN(CC)S(=O)(=O)c1ccc(N2CCOCC2)c(NC(=O)Cc2cccc3ccccc23)c1	0.84	106	5	-2	0.8	12	4	1	-5	-0.2
Cc1cc(Cl)c(S(=O)(=O)NCc2ccncc2)cc1OCC(N)=O	0.99	100	-13	-2	2.1	8	-6	1	13	-0.4
O=C(COC(=O)Cn1cnc2ccccc2c1=O)Nc1ccc(Cl)c(C(F)(F)F)c1	0.92	96	0	-3	0.2	0	3	1	0	-0.5
O=C(CSc1ccccn1)N1CCc2ccccc21	3.5*	133*	51	22	-0.9	10	2	0.8	-51	0.0
CN1CCN(S(=O)(=O)c2ccc(Br)s2)CC1	1.4	103	8	-5	-0.2	2	1	1.1	-8	-0.2
C=CCOc1ccccc1/C=c1\sc2nc(=O)c(C)nn2c1=O	0.96	94	14	-6	0.5	2	1	1.1	-14	-0.6
O=C(NC1CCCCC1)Sc1ccc(Cl)cc1	2	106	-7	-2	-0.4	7	-8	1	7	0.0
CCOC(=O)c1ccc(NC(=S)N2CCSC2c2ccc(OC)cc2)cc1 (stereo unspecified)	1	107	-9	4	-0.1	10	0	1	9	-0.2
